procasp7 counter – counter-screen for procaspase-3 activators: activators of human procaspase-7; P55210; recombinant procaspase-7, Ac-DEVD-pNA absorbance 405 nm; D23A/D198A/D206A triple mutant, cannot self-cleave; scale: DMSO 0, 5 µM enzyme 100; activation, % at 8.5 µM; 330,000 tested, 0.093% active; AID 463210;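 active = percent activation above the screen-wide mean plus 3 SD, cut at about 25% in these data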
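Assay system: Uncleavable procaspase-7 mutant enzyme | Input: 2 µM procaspase-7 mutant as dispensed | Timing: 1 h compound preincubation, 2 h substrate cleavage, 25 °C | Repeats: One well per compound | Control set: DMSO wells as 0%, DMSO with 5 µM added PC-7 as 100% | Technique: Epi-absorbance of released pNA at 405 nm, two timepoints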
proCasp3 act – activates human procaspase-3 | recombinant procaspase-3 D3A, Ac-DEVD-pNA absorbance 405 nm | activation, % at 8.5 µM | 330,000 tested, 0.11% active | AID 463141;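 active = activation above the mean of all tested compounds plus 3 SD, cut at about 21% in these data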;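 note: 0% = DMSO alone and 100% = DMSO wells spiked with extra 5 µM PC-3 D3A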
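Evaluation: percent activation relative to control range; Material: Procaspase-3 D3A mutant, all three cleavage aspartates alanine; Compound: single dose, 8.5 µM nominal compound, 0.8% DMSO; Replication: one well per compound; Signal: absorbance at 405 nm, 0 and 120 min; Schedule: 1 h preincubation plus 2 h reaction at 25 °C.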
MEP2-GFP yeast – alters MEP2-GFP fluorescence in TOR pathway yeast screen. AID 2016. S. cerevisiae MEP2-GFP strain, flow cytometry GFP, 3 h; 100% = DMSO control level. GFP response vs DMSO, % at 10 µM. 330,000 tested, 0.51% active;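 active = GFP response versus DMSO above a set limit, roughly screen mean plus 3 SD, cut at about 180% in these data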;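 note: median GFP fluorescence of the barcode-gated MEP2-GFP cells per well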
ZTA DNA inh – blocks Epstein-Barr virus ZTA, an EBNA-1 counter-screen; P03206; ZTA-DNA binding, fluorescence polarization; inhibition, % at 11 µM; 320,000 tested, 0.15% active; AID 2234; in the data active = inhibition above about 33%
RPL19A TOR yeast – yeast TOR pathway RPL19A-GFP modulation. S. cerevisiae RPL19A-GFP strain, flow cytometry, 3 h; stronger effect = lower value. percent response vs DMSO, % at 10 µM. 330,000 tested, 0.3% active. AID 2025;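 active = percent response vs DMSO below 50%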;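 note: median channel GFP fluorescence of the barcoded RPL19A-GFP strain; ratio of sample median GFP to plate DMSO average so 100% = DMSO; lower means less RPL19A-GFP as with rapamycin TOR inhibition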
LAP4 TOR yeast – yeast TOR pathway LAP4-GFP modulation | GFP response vs DMSO, % at 10 µM | 320,000 tested, 0.34% active | S. cerevisiae LAP4-GFP multiplex, flow cytometry GFP, 3 h; median GFP as percent of DMSO wells;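 active = GFP response vs DMSO above a set limit, about the screen mean plus 3 SD, cut at about 150% in these data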
EBNA-1 inh – blocks EBNA-1 binding to DNA; 300,000 tested, 0.34% active; AID 1950; EBNA-1 DNA binding, fluorescence polarization; inhibition, % at 14.8 µM; in the data active = inhibition above about 28%
AHR act – activators of human aryl hydrocarbon receptor; activation, % at 5 µM; 320,000 tested, 2.5% active; P35869; AHR-responsive luciferase reporter cells, luminescence; in the data active = activation above about 47%;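 note: 0% = vehicle wells and 100% = reference agonist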
Starred values were filed as active, the others as inactive; / = no result given.

SMILES	procasp7 counter	proCasp3 act	MEP2-GFP yeast	ZTA DNA inh	RPL19A TOR yeast	LAP4 TOR yeast	EBNA-1 inh	AHR act
COc1ccccc1OCCNC(=O)c1ccccc1OCc1c(C)noc1C	-3.4	-0.4	98.0	-6.4	96.8	98.5	/	2.2
CC(C)C[C@@H](NC(=O)[C@H]1CCCN1C(=O)Cc1ccccc1)C(N)=O	11.3	3.9	105.4	0.7	101.5	95.7	-10.3	1.7
COc1ccccc1-c1ccc(/C=C2\C=CC(=O)O2)o1	-39.6	-37.4	102.8	12.4	94.5	119.9	-8.4	3.6
Cc1ccc(C)c(OCCCC(=O)NC2CCCCC2)c1	-2.8	3.2	103.4	10.0	98.1	90.3	1.9	-0.1
COc1ccc(-c2noc(N3CCC(C(=O)Nc4ccc(OC)cc4OC)CC3)n2)cc1	3.9	3.2	96.8	-4.5	101.1	95.3	-1.8	-6.2
COc1ccc(C(=O)NCc2cc(C(C)C)no2)cc1OC1CCN(C(C)C)CC1	5.5	-2.1	96.8	-5.6	99.8	98.9	-2.3	-2.5
O=C(NNC(=O)c1ccc(Br)s1)c1cccc(Cl)c1	-1.5	5.6	94.9	-4.7	98.1	100.9	/	2.9
O=C(CN(C(=O)CNC(=O)c1ccco1)c1ccc(F)c(Cl)c1)NC1CCCCC1	-10.9	-2.4	101.9	1.7	100.0	96.1	-4.7	0.9
Cc1cc(C(=O)N2CCC(Cc3ccccc3)CC2)ccc1[N+](=O)[O-]	6.0	8.4	96.5	-0.3	94.4	111.6	17.4	1.7
CN(C)CCNC(=O)c1c(NC(=O)c2ccccc2)sc2c1CCCC2	3.1	-3.3	100.0	4.4	102.0	83.1	0.9	-0.7
C=C(C)c1cccc(C(C)(C)NC(=O)N2CCC(C(N)=O)CC2)c1	11.6	3.4	104.4	-4.8	101.1	101.6	-11.0	2.5
Cc1ccccc1-c1nc(-c2ccc(NC(=O)c3cccs3)cc2)no1	-1.4	4.5	98.8	3.8	100.8	102.3	9.2	57.1*
CC(=O)Oc1ccc2c(=O)oc(-c3ccc([N+](=O)[O-])cc3)nc2c1	2.5	5.6	97.2	-1.8	98.0	111.0	-1.3	14.1
CC1CCN(C(=O)/C(=C\c2ccccc2)NC(=O)c2ccccc2)CC1	8.5	-3.7	106.5	2.2	104.1	94.3	-1.9	-0.1
O=C(COC(=O)c1c(F)cccc1F)c1ccc[nH]1	-3.0	-1.6	101.1	4.6	97.7	100.7	4.4	0.2
CCOC(=O)c1c(C)n(CCNC(C)=O)c2ccc(OC)cc12	9.4	2.6	102.7	1.4	101.4	98.5	6.3	11.8
CC(=O)N1c2ccc(S(=O)(=O)NCCC(=O)Nc3ccc(F)cc3)cc2CC1C (stereo unspecified)	3.1	-1.2	98.5	10.3	95.8	92.1	-5.3	2.9
CCn1c(=O)c2c(nc(SCC(=O)Nc3ccccc3)n2C)n(C)c1=O	10.2	3.7	149.8	6.7	71.2	95.5	4.7	-1.2
CCOC(=O)N(CC)OC(=O)Nc1ccc(Cl)cc1	0.0	3.6	100.2	-4.5	98.3	107.5	0.5	-1.1
CCOC(=O)c1cc2sccc2n1CC(=O)OC	-7.3	-2.2	99.7	-18.1	95.9	96.1	-1.9	1.7
O=C(Nc1ccccc1Cl)Nc1cccnc1Cl	6.6	7.2	96.6	-2.8	93.8	85.6	-4.2	7.2
CCN(CC)C(=O)[C@H]1CC(CC(=O)NCCC2=CCCCC2)C(=O)N2CCc3c([nH]c4ccccc34)[C@]12C (stereo partly specified)	5.8	1.0	94.9	/	91.9	90.6	/	0.4
Cc1c(NC(=O)COc2cccc(Br)c2)c(=O)n(-c2ccccc2)n1C	-1.0	8.0	107.7	-0.5	103.2	95.1	-1.8	3.2
Cc1ccc(CNC(=O)CCNS(=O)(=O)c2ccc(C)cc2)cc1	0.4	4.1	89.2	-9.8	91.6	86.0	-9.9	-3.7
COc1ccc(C(=O)C2CCN(C(=O)c3ccc(F)cc3)CC2)cc1	-0.3	4.6	130.4	-0.9	107.6	110.4	-2.2	0.1
Cc1c(NC(=O)c2ccccc2F)c(=O)n(-c2ccccc2)n1C	5.5	-1.3	103.8	13.2	100.3	107.5	-11.6	1.2
CCN(CC)C(=O)CC(c1ccc(OC)cc1)c1c(OC)cc(OC)c2ccc(=O)oc12 (stereo unspecified)	-5.2	5.9	/	13.7	/	/	4.1	-1.4
CCc1cc2cc(C)cc(C)c2nc1SCC(=O)NNC(=O)c1ccco1	-2.4	-3.1	101.0	-0.7	104.5	90.3	-9.9	6.0
Oc1c(Br)cc(Br)cc1/C=N/N1CCN(Cc2ccccc2)CC1	-7.7	-6.8	100.4	13.3	87.5	111.8	9.2	1.6
CC(=O)c1ccc(N2Cc3ccccc3C2=NC(=O)c2cccs2)cc1	5.3	3.9	112.5	-3.6	105.5	112.5	2.9	-3.5
COc1ccc(C2=NN(C(C#N)c3ccc(OC)c(OC)c3)C(c3ccccc3)C2)cc1 (stereo unspecified)	-17.9	-25.8	99.9	5.2	98.7	98.5	-22.9	106.8*
Cc1ccc(S(=O)(=O)N2CCCC2C(=O)OCc2ccccc2)cc1 (stereo unspecified)	11.7	1.6	106.6	-14.4	99.6	110.8	2.6	0.2
O=C(NC(=S)N1CCN(c2ccc([N+](=O)[O-])cc2)CC1)c1ccccc1	-11.6	-0.5	100.4	-9.6	96.7	96.2	-2.0	1.2
Cc1ccc(Cn2ccc(C3CC3)n2)cc1	7.2	-1.1	96.7	12.9	98.9	118.2	14.6	5.7
NCCCC[C@@H]1NC(=O)c2cc([N+](=O)[O-])cc(I)c2SC[C@@H](C(N)=O)NC(=O)[C@H](CCC(N)=O)NC1=O	-6.2	9.3	99.8	8.1	108.4	102.6	-6.8	-0.5
O=C(Cn1cnc([N+](=O)[O-])n1)N/N=C/c1cccc2ccccc12	6.7	3.6	115.5	1.7	92.3	102.5	-8.2	21.5

Some of the entries above, reformatted:
canonical_smiles,procasp7 counter,proCasp3 act,MEP2-GFP yeast,ZTA DNA inh,RPL19A TOR yeast,LAP4 TOR yeast,EBNA-1 inh,AHR act
Cc1c(NC(=O)c2ccccc2F)c(=O)n(-c2ccccc2)n1C,5.5,-1.3,103.8,13.2,100.3,107.5,-11.6,1.2
CCN(CC)C(=O)CC(c1ccc(OC)cc1)c1c(OC)cc(OC)c2ccc(=O)oc12 (stereo unspecified),-5.2,5.9,/,13.7,/,/,4.1,-1.4
CCc1cc2cc(C)cc(C)c2nc1SCC(=O)NNC(=O)c1ccco1,-2.4,-3.1,101.0,-0.7,104.5,90.3,-9.9,6.0
Oc1c(Br)cc(Br)cc1/C=N/N1CCN(Cc2ccccc2)CC1,-7.7,-6.8,100.4,13.3,87.5,111.8,9.2,1.6

The list continues:
SMILES	procasp7 counter	proCasp3 act	MEP2-GFP yeast	ZTA DNA inh	RPL19A TOR yeast	LAP4 TOR yeast	EBNA-1 inh	AHR act
CCN(C(=O)CSc1nnc(C)n1-c1ccccc1)C1CCS(=O)(=O)C1 (stereo unspecified)	-1.9	2.9	105.1	-1.3	106.3	93.2	-6.8	3.2
Cc1cccn2c(=O)c3cc(C(=O)N4CCOCC4)n(C)c3nc12	2.3	3.8	82.5	1.8	101.7	82.6	9.6	13.2
c1ccc2sc(SCSc3nc4ccccc4s3)nc2c1	-1.4	2.1	97.6	1.0	104.2	101.4	5.2	1.0
CCN(CC)S(=O)(=O)c1cc(NC(=O)COC(=O)CCC(=O)c2cccs2)ccc1C	-2.8	0.8	97.4	0.4	98.6	100.1	5.8	-0.6
O=C(c1ccc(OC2CCN(Cc3ccccn3)CC2)cc1)N1CCC[C@H]1CO	0.9	2.5	96.7	-8.4	94.8	105.1	4.8	-1.8
CCC(C)NC(=O)c1oc2ccc(S(=O)(=O)N3CCC4(CC3)OCCO4)cc2c1C (stereo unspecified)	10.2	-2.5	94.9	8.6	100.6	102.1	0.9	1.5
CC1CN(S(=O)(=O)c2cccc(C(=O)Nc3cc(Cl)ccc3N3CCOCC3)c2)CC(C)O1 (stereo unspecified)	11.9	6.8	96.2	-6.1	98.0	101.6	/	-0.6
COc1ccc(Cn2c(=O)[nH]c3cc(C(=O)N4CCN(c5ccccn5)CC4)ccc3c2=O)cc1	8.2	3.9	105.2	3.2	102.0	92.7	-0.2	0.6
COc1ccc(/C=N/S(=O)(=O)CCc2ccccc2)c(OC)c1	5.5	-2.7	115.6	-19.2	101.8	97.5	4.8	5.5
CC(=O)c1ccc(S(=O)(=O)N(C)CC(=O)N2CCCCCC2)cc1	10.0	4.5	101.3	4.9	102.7	106.6	9.2	-1.3
O=C(O)c1cccc(Cn2c(Cl)c(/C=N/NC(=O)c3ccccc3O)sc2=O)c1	-4.6	-4.7	102.3	-25.1	99.6	100.5	-6.8	4.0
CCOc1ccccc1N(CC(=O)NC1CCCC1)S(=O)(=O)c1ccc(C)cc1	0.8	4.9	99.5	-3.2	101.8	91.1	-2.8	2.2
CCN(CC(=O)Nc1ccc(OC)cc1)CC(=O)Nc1ccc2c(c1)OCO2	10.6	0.2	105.0	1.7	106.6	103.1	/	1.1
CCc1cccc(Nc2c([N+](=O)[O-])cc(C(=O)N3CC(=O)Nc4ccccc43)cc2[N+](=O)[O-])c1	-3.7	1.4	103.3	6.3	100.0	98.8	-2.9	2.3
Cc1ccc(NC(=O)N/C=C/c2ccco2)cc1C	1.4	-2.8	97.3	6.5	98.2	95.9	13.2	2.4
Cn1c(N)c(C(=O)NCc2ccccc2)sc1=S	-12.1	-2.5	90.3	7.9	97.2	85.6	3.7	1.5
COc1cc(C(O)C(=O)O)ccc1O (stereo unspecified)	-5.1	7.6	106.6	8.9	100.0	111.9	0.5	-1.8
COc1ccc(C(CNc2ccc(C(F)(F)F)cn2)N(C)C)cc1OC (stereo unspecified)	-1.7	8.2	98.0	4.1	104.9	86.8	1.6	8.4
Nc1nc(-c2ccc(F)cc2)cs1	-2.4	-5.7	111.8	-2.2	111.8	106.0	8.0	8.1
Cc1ccc(CNC(=O)C2CC(=O)N(C3CCCC3)C2)cc1 (stereo unspecified)	10.0	3.8	92.6	9.2	96.8	100.9	/	-0.6
CCN(CC)C(=O)C1CCCN(C/C=C/c2ccccc2[N+](=O)[O-])C1 (stereo unspecified)	5.8	3.3	106.9	-6.2	104.2	93.0	-2.5	3.8
COc1ccc(C(NC(=O)CNC(C)=O)C(=O)Nc2ccc3c(c2)OCCO3)cc1 (stereo unspecified)	12.7	2.8	106.7	-11.2	99.8	95.6	2.1	-0.3
CCOc1ccc(NC(=O)COC(=O)CCC(=O)c2cccs2)cc1	2.9	2.6	94.1	-2.1	97.4	101.3	/	0.5
CNC(=O)c1cc(C(=O)c2ccc(F)cc2Cl)c[nH]1	-3.1	7.4	103.7	19.2	102.1	89.4	12.0	-0.7
CC(=O)Nc1ccc(S(=O)(=O)Nc2nc3c(s2)CCCC3)cc1	0.0	-1.4	103.5	-9.6	100.7	93.8	-12.6	0.7
O=C(CCS(=O)(=O)c1cccc2nsnc12)N1CC(=O)N(CCc2ccccc2)C(=O)C1	-6.1	-3.2	102.9	-6.1	99.4	102.9	-29.1	27.1
CCCNC(=O)COc1coc(CN2CCN(C(=O)c3ccco3)CC2)cc1=O	5.3	2.5	96.0	-1.7	93.6	99.2	4.6	2.8
Fc1ccccc1COc1ccc(Br)cc1CNCc1cccnc1	-0.3	-9.7	88.6	15.0	95.6	90.3	-7.2	8.0
O=C(CCS(=O)(=O)c1ccc(Br)cc1)N1CCN(c2ccc(F)cc2)CC1	1.9	3.3	92.8	-0.1	98.3	105.7	10.2	-0.1
CC1CCN(c2nc3ccc(C(=O)NCCCN4CCCCC4)cc3s2)CC1	-2.0	1.4	93.0	-7.6	104.9	90.5	-8.3	-10.7

Bioassay records (PubChem BioAssay)
